RBX1-CUL1 inh: inhibitors of human ROC1-CUL1 ubiquitin ligase activity | in vitro K48 di-Ub FRET, acceptor:donor ratio, 45 min | inhibition, % at 10 µM | AID 1347404 | actives 0.6% (n = 140,000); in the data active = inhibition above about 25%
Target sequence (P62877 whole entry, looked up): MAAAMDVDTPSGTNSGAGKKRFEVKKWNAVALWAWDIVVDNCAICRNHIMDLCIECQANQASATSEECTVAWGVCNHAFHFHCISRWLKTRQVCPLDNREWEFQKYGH
Target sequence (Q13616 whole entry, looked up): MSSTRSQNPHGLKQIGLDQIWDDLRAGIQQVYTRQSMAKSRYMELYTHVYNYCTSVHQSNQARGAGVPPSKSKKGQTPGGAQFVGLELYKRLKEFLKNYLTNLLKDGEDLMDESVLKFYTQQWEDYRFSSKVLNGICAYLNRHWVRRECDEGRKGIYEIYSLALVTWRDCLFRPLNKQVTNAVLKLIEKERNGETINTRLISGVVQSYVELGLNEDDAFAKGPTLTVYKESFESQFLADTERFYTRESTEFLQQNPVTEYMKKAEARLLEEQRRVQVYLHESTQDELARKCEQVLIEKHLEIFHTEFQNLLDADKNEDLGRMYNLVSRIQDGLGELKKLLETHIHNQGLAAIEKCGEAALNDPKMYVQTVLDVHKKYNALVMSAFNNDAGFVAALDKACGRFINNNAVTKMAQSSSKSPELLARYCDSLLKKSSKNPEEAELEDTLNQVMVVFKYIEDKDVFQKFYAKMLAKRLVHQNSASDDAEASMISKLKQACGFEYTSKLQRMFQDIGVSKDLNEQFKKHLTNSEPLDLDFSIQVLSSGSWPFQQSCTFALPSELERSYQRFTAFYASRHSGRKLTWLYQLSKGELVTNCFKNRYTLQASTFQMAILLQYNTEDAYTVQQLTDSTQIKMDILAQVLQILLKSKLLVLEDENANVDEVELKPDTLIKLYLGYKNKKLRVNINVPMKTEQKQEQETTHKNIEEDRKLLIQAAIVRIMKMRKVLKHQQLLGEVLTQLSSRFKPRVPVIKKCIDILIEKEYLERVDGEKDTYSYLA
Starred values were filed as active, the others as inactive.

SMILES	RBX1-CUL1 inh
CCCS(=O)(=O)N1CCCC(C(=O)Oc2ccc(Cl)cc2)C1 (stereo unspecified)	1
Cc1ccc(C2=C/C(=C/c3cccnc3)C(=O)O2)c(C)c1	-11
CCOC(=O)c1c(-c2ccc(C)cc2C)csc1NC(=O)COc1ccccc1C	3
Cc1ccccc1NC(=O)CCN1C(=O)c2ccccc2Sc2ncccc21	5
N#Cc1c2n(c3c(=O)[nH]cnc13)CCCCC2	2
C=CCc1ccccc1OCC(O)CN1CCN(c2ccccc2)CC1 (stereo unspecified)	1
CCCn1c(SCc2ccc(F)cc2)nc2c1c(=O)n(C)c(=O)n2C	1
COc1ccc(C(=O)c2ccccn2)cc1	8
CCS(=O)(=O)n1nc(-c2ccc(Cl)cc2)nc1N	3
COc1cccc(CC2(CO)CCCN(C(=O)C3=CCCC3)C2)c1 (stereo unspecified)	11
N#CCSc1nc(SCC#N)c2c3c(sc2n1)CCCC3	8
COc1cc(NC(=S)NCc2ccc(S(N)(=O)=O)cc2)c(OC)cc1Cl	-4
COc1ccc(C)cc1NC(=O)Cn1c(=O)ccc2cc(S(=O)(=O)N3CCCC3)ccc21	-7
CCCCn1c(=O)c2c(nc3n2CC(C)=NN3CCOC)n(C)c1=O	4
CC1CCN(Cc2nnnn2CC(=O)NCC2COc3ccccc3O2)CC1 (stereo unspecified)	5
COc1cccc(NC(=O)CN2CCN(c3cccc(C)c3C)CC2)c1	1
Cc1ccc(Nc2c(-c3ccc(N(C)C)cc3)nc3ccccn23)cc1	-14
COC(=O)c1ccc(C2CC(=O)NC3=C2C(=O)C(C(=O)OC)C(C)C3)cc1 (stereo unspecified)	9
COc1ccc(N2C(=O)C(Cc3cc(OC)c(O)cc3Br)=NC2=S)cc1	0
Cc1ncc(CNCc2cccnc2Oc2ccc(F)c(F)c2)cn1	5
Cc1ccccc1CNC(=O)C(=O)NCC(c1cccs1)S(=O)(=O)c1cccs1 (stereo unspecified)	-5
COc1cccc(CCC2CCCN(C(=O)c3csc(C)n3)C2)c1 (stereo unspecified)	2
Cc1ncc(CN2CCCCC2C(=O)Nc2ccc(Oc3cccnc3)cc2)cn1 (stereo unspecified)	-1
COc1cc(/C=N/NC(=O)CSc2cc(=O)n(C)c3ccccc23)cc(OC)c1OC	5
Cc1ccccc1NC(=O)c1cc2ccccc2o1	8

Continuation.
SMILES	RBX1-CUL1 inh
O=C1NCCc2ccccc2C1c1ccccc1 (stereo unspecified)	-4
O=C(CN1CCOCC1)NN=C1CCCCCCCCCCC1	-3
CN(C)c1cccc(C(=O)N/N=C/c2cccs2)c1	-2
CCS(=O)(=O)Nc1ccccc1-c1nc(CNC(=O)c2ccc(-n3nc(C)cc3C)cc2)c(C)o1	10
Cc1ccccc1OCc1nnc(SCC(=O)c2ccc(Br)cc2)n1C	3
Cc1ccc2nc(/C(C#N)=C/c3ccc(-c4ccc(F)cc4F)o3)[nH]c2c1	4
COCCCNc1nc2c(c(=O)n(Cc3ccccc3)c(=O)n2C)n1C	-4
COCCCn1c(C)c(C)n2c3c(=O)[nH]c(=O)n(C)c3nc12	-8
COc1cccc(C(=O)N2CCN(C(=O)CCC3(Cc4ccc(SC)cc4)CCC(=O)N3)CC2)c1 (stereo unspecified)	2
CCCCCCSc1nnc(-c2cc(Br)ccc2N)c(=O)[nH]1	5
O=C(COc1ccccc1)NC(Cc1ccccc1)C(=O)O (stereo unspecified)	8
Cc1cc(C)c2c(-n3cccc3)c(C(=O)NCc3cccc(F)c3)sc2n1	-3
COc1cccc(-c2cnnc(NCCCN3CCCC3=O)n2)c1	8
O=C(CSc1nnc(-c2cccs2)n1-c1ccccc1)c1ccccc1	2
CCCCOc1cccc(/C=N/NC(=O)c2cc(-c3ccccc3OC)nc3ccccc23)c1	-2
CN(CC1CCCCO1)C(=O)c1coc(COc2cccc(C(F)(F)F)c2)n1 (stereo unspecified)	-7
CC(Oc1cccc(Cl)c1)C(=O)N1CCN(C/C=C/c2ccccc2)CC1 (stereo unspecified)	5
COc1cc(NC(Nc2cc(OC)ncn2)c2ccccc2)ncn1	-2
Cn1c(=O)c2c(ncn2Cc2ccccc2Cl)n(C)c1=O	5
CC(C)(C)N(NC(=O)OCc1ccccc1)C(=O)c1ccc(Cl)cc1Cl	-5
O=C(NC1CCCC1)c1cc(Br)cc(Br)c1I	-3
Cc1ccccc1C(=O)NC(=S)Nc1ccc(Cl)cn1	5
CCCNC(=O)c1cc(I)ccc1NC(=O)c1ccccc1Cl	-2
Cn1cnnc1CCC(=O)N1CCc2[nH]nc(-c3cccc(F)c3F)c2C1	-1
CCOC(=O)c1c(NC(=O)c2ccc(N3C(=O)C=CC3=O)cc2)sc(C)c1C	-1

6 neighbouring entries already listed, quoted:
SMILES	RBX1-CUL1 inh
CC(C)(C)N(NC(=O)OCc1ccccc1)C(=O)c1ccc(Cl)cc1Cl	-5
O=C(NC1CCCC1)c1cc(Br)cc(Br)c1I	-3
Cc1ccccc1C(=O)NC(=S)Nc1ccc(Cl)cn1	5
CCCNC(=O)c1cc(I)ccc1NC(=O)c1ccccc1Cl	-2
Cn1cnnc1CCC(=O)N1CCc2[nH]nc(-c3cccc(F)c3F)c2C1	-1
CCOC(=O)c1c(NC(=O)c2ccc(N3C(=O)C=CC3=O)cc2)sc(C)c1C	-1

Next section.
SMILES	RBX1-CUL1 inh
O=C(c1cc(Br)ccc1Cl)N1CCN(c2cccc(C(F)(F)F)c2)CC1	0
O=C(COc1cccc(Cl)c1)Nc1cc(Cl)cc(Cl)c1	0
O=C(CCC1(Cc2cccs2)CCC(=O)N1)NCc1ccccc1OC(F)(F)F (stereo unspecified)	-5
CCCSc1ncc(Cl)c(C(=O)Nc2c(C(=O)Nc3ccc(C)cc3)oc3ccccc23)n1	-9
Cc1c(CNC(=O)c2cnccn2)cnn1C	6
CCOC(=O)C1(Cc2ccc(F)cc2)CCCN(C(=O)C2CCCCC2)C1 (stereo unspecified)	-3
CCOc1ccc(N(C(C)C(=O)NCCSc2ccc(Cl)cc2)S(C)(=O)=O)cc1 (stereo unspecified)	3
COCC(=O)N1CCC(Oc2ccccc2C(=O)NCc2cccc(Cl)c2)CC1	4
Fc1ccccc1-c1n[nH]c2c1CN(Cc1ccccc1)CC2	9
COc1ccc(OS(=O)(=O)c2ccc(F)cc2)cc1	-7
COc1cccc(CNC(=O)NCc2noc3ccc(C)cc23)c1	-9
O=C(NCc1cccs1)c1nc2nc(-c3ccccc3)cc(C(F)(F)F)n2n1	-4
Cc1cc(C)n(-c2nnnc3c2sc2nc4c(c(-c5ccc(Cl)cc5)c23)CCCC4)n1	-6
COC(=O)CCC(=O)NNC(=O)Cc1ccccc1	0
CC(C)CCNC(=O)c1ccc(NC(=O)N2CCCCc3ccccc32)cc1	-8
c1ccc2c(c1)nnn2CN1CCCC1	-16
COc1ccc(/C=N/NC(=O)CSc2nnnn2-c2ccc(Cl)cc2)c(OC)c1OC	2
CC1Cc2cc(S(=O)(=O)N3CCOCC3)ccc2N1S(=O)(=O)c1ccccc1 (stereo unspecified)	1
Cc1ccc(OCC(O)CN2CCN(c3ccccc3F)CC2)c(C(C)(C)C)c1 (stereo unspecified)	2
CCCCCCCC(=O)Nc1ccc(N(C)C)cc1	-1
Cc1oc(-c2cccc(Cl)c2)nc1CN1CCC(C(=O)NCCCN2CCN(c3ccc(F)cc3)CC2)CC1	-3
CCOC(=O)C1(Cc2ccccc2F)CCCN(C(=O)c2ccc(OC)o2)C1 (stereo unspecified)	2
Cc1sc2ncn(CC(=O)Nc3ccc(C(C)C)cc3)c(=O)c2c1S(=O)(=O)N1CCN(c2ncccn2)CC1	1
CC1CC(C)CN(C(=O)CSc2nnc(N)s2)C1 (stereo unspecified)	6
O=C(O)c1ccccc1NS(=O)(=O)c1ccc(C23CC4CC(CC(C4)C2)C3)cc1	20

Carrying on.
SMILES	RBX1-CUL1 inh
CCOc1nc2c(C)cccc2cc1-c1nnc2c(OCC)nc3ccccc3n12	0
CCCCC(=O)Nc1cccc(-c2nnc(-c3ccc(C)cc3)o2)c1	3
CCCN1CCc2nc(N3CCN(C)CC3)ncc2C1	4
N#C/C(=C\c1ccc(-c2ccccc2)o1)C(=O)N1CCCCCC1	5
CCOc1ccc(NC(=O)c2c(NC(=O)c3ccccc3F)sc3c2CCC3)cc1	11
CCN=C1CC=C(Br)C=C(C(=O)/C=C/c2ccc(Cl)cc2)C1=O	17
CC(C)(C)c1ccc(S(=O)(=O)NCc2ccc(C(=O)Nc3cccnc3)cc2)cc1	13
COc1ccc(OC)c(CCNC(=O)CCn2c(=O)c3cccn3c3ccc(F)cc32)c1	6
COc1ccc(NC(=O)c2cc3cc(C)ccc3[nH]2)cc1	2
COc1ccc(OC)c(-c2cc(Cl)c3c(c2)CC(CNC(=O)/C=C/c2cccnc2)O3)c1 (stereo unspecified)	9
O=C(O)C(=Cc1ccc(O)cc1)C(=O)O	3
Cn1ccnc1CN1CCC(C2CCN(c3ncccn3)CC2)C1 (stereo unspecified)	6
Cc1cccc(N=C2NC(=O)/C(=C/c3cccn3C)S2)c1	1
COc1ccccc1Oc1ncccc1CNC(=O)C1(C(N)=O)CC1	6
Cc1ccc(Nc2ncc(C(=O)N3CCN(c4ccc(F)cc4)CC3)c3ccccc23)cc1Cl	11
CCOC(=O)C1(Cc2cccc(Cl)c2)CCCN(C(=O)CCc2cnccn2)C1 (stereo unspecified)	10
CCOC(=O)c1cc(N2CCN(c3ccc(F)cc3)CC2)c2c(Cl)cc(Cl)cc2n1	-2
CCOc1cccc(C(NC(=O)c2ccccc2)NC(=O)c2ccccc2)c1	2
O=C(CN1C(=O)C2CCCCC2C1=O)N1CCN(c2ccc(F)cc2)CC1 (stereo unspecified)	-1
CC(C)C(=O)Oc1ccc(O)c(C(C)(C)C)c1	5
CC1CCN(S(=O)(=O)c2cc(C(=O)NCc3ccc(F)cc3)n(C)c2)CC1	1
COc1ccc(C(C(=O)NCc2ccccc2)N(C(=O)Cn2nnc3ccccc32)c2cccc(OC)c2)cc1 (stereo unspecified)	5
N#Cc1ccc(CSc2nc3c(c(=O)[nH]2)CCCC3)cc1	8
COC(=O)C1=C(c2ccccc2)c2ccccc2S(=O)(=O)N1CC(=O)Nc1cc(C)ccc1C	-7
CN(C)S(=O)(=O)N1CCC(C(=O)Nc2ccc3ccccc3c2)CC1	9

Quoted at random: 6 compounds from above.
SMILES	RBX1-CUL1 inh
COc1ccc(OC)c(CCNC(=O)CCn2c(=O)c3cccn3c3ccc(F)cc32)c1	6
Cn1ccnc1CN1CCC(C2CCN(c3ncccn3)CC2)C1 (stereo unspecified)	6
N#Cc1ccc(CSc2nc3c(c(=O)[nH]2)CCCC3)cc1	8
Cc1ccc(Nc2ncc(C(=O)N3CCN(c4ccc(F)cc4)CC3)c3ccccc23)cc1Cl	11
CCOC(=O)c1cc(N2CCN(c3ccc(F)cc3)CC2)c2c(Cl)cc(Cl)cc2n1	-2
CCCN1CCc2nc(N3CCN(C)CC3)ncc2C1	4

Later entries
SMILES	RBX1-CUL1 inh
COc1cc(CNC(C)c2ccccc2)cc(Br)c1OCC(N)=O (stereo unspecified)	-7
Nc1ccc2oc(-c3cc(-c4ccccc4)nc4ccccc34)nc2c1	0
O=C1Nc2ccc(Cl)cc2C(=O)C1c1ccccc1 (stereo unspecified)	-1
COC(=O)c1ccc(NC(=O)CCc2c(C)nc3c(c2C)c(=O)n(C)c(=O)n3C)cc1	-5
CCc1ccc(NC(=O)c2ccc3c(c2)N(Cc2ccc(C)cc2)CCS3)cc1	-3
COc1cc(-c2nnc(SCC(=O)N/N=C/c3ccc(OC(=O)c4ccccc4)cc3)n2-c2ccccc2)cc(OC)c1OC	1
Cc1cccc(C)c1OCC(=O)Nc1sc2c(c1C(N)=O)CCC2	-6
COc1cc(OC)cc([C@@H]2[C@@H](C(=O)c3ccccc3)N3c4ccccc4C=C[C@@H]3C2(C#N)C#N)c1	3
COc1ccc(-c2ncc3ccccc3n2)cc1	-6
COCCN1C(=O)/C(=C/c2ccsc2)SC1=Nc1ccccc1	4
CN(C)CC1CCCCC1C1(O)c2ccccc2CSc2sccc21 (stereo unspecified)	9
Cc1ccc(S(=O)(=O)n2ccnc2C(O)(c2ccccc2)c2ccc(Br)cc2)cc1 (stereo unspecified)	10
Cc1cc(-c2ccc(S(=O)(=O)Nc3ccccc3F)s2)on1	3
Cc1cc(C(=O)Nc2cccc(-c3nc4ncccc4o3)c2C)ccc1[N+](=O)[O-]	-17
CCN1CCCC1CNCc1ccc2c(c1)n(C)c(=O)n2C (stereo unspecified)	2
Clc1ccc2nc(-c3cccs3)c(Nc3ccc4c(c3)OCCO4)n2c1	-3
CCn1cc(CN2CCCC2C(=O)Nc2ccccc2Oc2cccnc2)cn1 (stereo unspecified)	-12
CCN(CC)c1ccc2cc(-c3csc(N/N=C/c4ccc(OC)cc4)n3)c(=O)oc2c1	-7
COc1ccc(NC(=O)CSc2cn(CCNC(=O)c3ccc(OC)cc3)c3ccccc23)cc1	4
CSc1ncc(CC(=O)O)c(Sc2ccc(Cl)cc2)n1	8
O=C1OC(c2ccc(Cl)cc2Cl)=N/C1=C/c1ccc(Cl)cc1Cl	8
COc1ccc(CN2CCc3[nH]ncc3C2)cc1OCC(O)CN1CCCCCCC1 (stereo unspecified)	-2
Cc1ccccc1N1CCN(C(=O)c2cccc(Cl)c2)CC1	7
Cc1c(Cl)ccc(S(=O)(=O)N2CCOCC2)c1Cl	6
O=C(Nc1ccccc1)Nc1nc(-c2ccc(Oc3ccccc3)cc2)cs1	4
CC(=O)Nc1nc(C(C)(C)C)cs1	3
Cc1cccc(NC(=O)CCNS(=O)(=O)c2ccc3c(c2)CCCC(=O)N3)c1C	-1
N#CC1C(=N)Oc2cc(N)ccc2C1c1cc(Br)ccc1F (stereo unspecified)	-3
COc1cc(C2C3=C(CC(c4ccc(Cl)cc4)CC3=O)N=C(C)C2C(=O)OCC(C)C)ccc1OCc1ccccc1 (stereo unspecified)	-9

Some of the compounds tested, so the mix of outcomes need not match the whole.
